TDP43 rescue – TDP-43 toxicity inhibition in yeast; TDP-43 expressing yeast growth rescue, BacTiter-Glo, 24 h; Potency, µM (doses to about 46.1 µM), for the others: at the top dose growth rescue (activation), usual class: activators; 1.8% of 410,000 active; further: % of control where 0% means no effect; nearly all actives have a fitted effect of over 50% in size
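In this qHTS, compounds that restore growth of yeast expressing TDP-43 appear as activators. Cells (OD600=0.02, galactose medium, raffinose-pregrown) are incubated with compound 24 hr at 30 deg C and growth is quantified by BacTiter-Glo.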
EPAC2 agonist – activates human EPAC2 exchange factor | Q8WZA2 | AID 720711 | Potency, µM (highest dose often 154 µM), inactives show at the highest dose activation, hits mostly activators | EPAC2 activation, biochemical qHTS; response scale: 100% = 6.5 mM cAMP response | 0.079% of 360,000 active; further: nearly all actives have a fitted effect of over 50% in size
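qHTS, titration series. 100 nM EPAC2 / 250 nM Rap1B-BODIPY-GDP / 50 uM GDP; RT; ex 480/em 540 nm, 5-min reads to 30 min. Norm. to 6.5 mM cAMP = activation.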
FUS suppressor – rescues growth of FUS-expressing yeast. S. cerevisiae FUS-expressing, growth rescue, OD600, 24 h. 0.24% of 390,000 active. Potency, µM (highest dose often 76.6 µM), without a hit: at the highest dose growth rescue (activation), most hits filed as activators. AID 1347120;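 further: plate controls were DMSO vehicle for no effect and reference control for full effect; nearly all actives have a fitted effect of over 55% in size; some results filed as inactive show a strong effect at the top dose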
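Steps: raffinose overnight preculture; dilution to OD 0.005 in 2% galactose minimal medium; compound addition (concentration series); 24hr at 30C, 99% humidity; absorbance read at 600 nm.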
aSyn yeast inh – alpha-synuclein toxicity inhibition in yeast; Yeast expressing alpha-synuclein, growth rescue, BacTiter-Glo, 24 h; Potency, µM (top dose mostly 46.1 µM), for inactives: at the highest dose growth rescue (activation), usual class: activators; 0.14% of 370,000 active; AID 652106; further: % of control where 0% means no effect; nearly all actives have a fitted effect of over 65% in size
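Galactose-induced alpha-syn yeast (OD600=0.02, raffinose-pregrown) + pinned cpd, 24 hr, 30 deg C; growth by BacTiter-Glo luminescence. Growth restoration scores as activation.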
EPAC2 antag – EPAC2 (human) antagonism | Q8WZA2 | EPAC2 GEF exchange of Rap1B-BODIPY-GDP, fluorescence | Potency, µM (doses to about 114 µM), inactives show at the top dose activity, negative = inhibition, hits mostly inhibitors | 0.18% of 360,000 active; further: on the % scale 0 is the no-effect control and ±100 the full control effect; nearly all actives have a fitted effect of over 45% in size; many of its hits are not listed in these tables
PTHR1 ag – activates the human parathyroid hormone receptor PTHR1. Q03431. HEK293 GP2 PTHR1 cells, GloSensor cAMP luminescence, 1 h. Potency, µM (top dose mostly 115 µM), inactives show at the highest dose activation, hits mostly activators. 0.075% of 410,000 active. AID 743266; further: nearly all actives have a fitted effect of over 55% in size; some results filed as inactive show a strong effect at the top dose; inactives centre near -15; many of its hits are not listed in these tables
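HEK-293-derived GP2 cells expressing PTHR1 and a GloSensor cAMP reporter, 3,000/well, plated overnight, given luciferin plus IBMX (each 0.5 mM as added) for 1 h at 37 °C, then compound for 1 h at 37 °C. Luminescence was read after 15 min at room temperature.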
EPAC1 antagonist – antagonists of human EPAC1; EPAC1 GEF assay, Rap1b-BODIPY-GDP exchange fluorescence; Potency, µM (highest dose often 115 µM), inactives show at the top dose activity change, negative = inhibition, actives largely listed as inhibitors; 0.14% of 360,000 active;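 further: plate controls were vehicle for no effect and positive control for full effect; nearly all actives have a fitted effect of over 50% in size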
Target sequence (O95398 whole entry, looked up): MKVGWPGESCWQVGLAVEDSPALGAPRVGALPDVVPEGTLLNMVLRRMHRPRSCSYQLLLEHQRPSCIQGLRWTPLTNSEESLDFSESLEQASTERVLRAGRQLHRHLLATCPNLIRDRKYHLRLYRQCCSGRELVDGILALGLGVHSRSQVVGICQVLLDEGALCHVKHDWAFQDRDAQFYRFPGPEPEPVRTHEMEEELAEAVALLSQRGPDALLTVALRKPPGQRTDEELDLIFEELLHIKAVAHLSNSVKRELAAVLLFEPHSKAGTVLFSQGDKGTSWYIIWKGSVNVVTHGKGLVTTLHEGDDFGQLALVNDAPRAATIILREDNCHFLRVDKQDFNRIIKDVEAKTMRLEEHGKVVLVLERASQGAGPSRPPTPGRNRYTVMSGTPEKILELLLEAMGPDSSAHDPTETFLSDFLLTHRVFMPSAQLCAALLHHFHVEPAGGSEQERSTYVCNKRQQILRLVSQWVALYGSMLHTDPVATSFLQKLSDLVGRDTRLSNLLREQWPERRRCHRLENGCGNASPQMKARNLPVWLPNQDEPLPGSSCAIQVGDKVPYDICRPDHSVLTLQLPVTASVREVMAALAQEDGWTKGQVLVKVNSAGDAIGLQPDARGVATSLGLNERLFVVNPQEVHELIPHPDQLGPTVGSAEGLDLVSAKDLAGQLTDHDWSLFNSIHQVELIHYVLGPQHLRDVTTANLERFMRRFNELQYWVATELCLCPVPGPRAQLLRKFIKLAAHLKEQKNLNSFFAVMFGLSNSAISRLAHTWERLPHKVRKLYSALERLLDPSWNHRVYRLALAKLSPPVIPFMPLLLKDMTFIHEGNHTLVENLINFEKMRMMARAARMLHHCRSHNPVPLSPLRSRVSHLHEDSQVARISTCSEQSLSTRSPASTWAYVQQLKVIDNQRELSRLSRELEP
EPAC1 agonist – EPAC1 (human) agonism; EPAC1 agonist qHTS, biochemical assay; response scale: 100% = response to 6.5 mM cAMP; AID 720707; Potency, µM (titrated, usually from 154 µM), for the others: top-dose activation, hits mostly activators; 0.073% of 360,000 active; further: nearly all actives have a fitted effect of over 60% in size
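EPAC1 100 nM, Rap1B–BODIPY-GDP 250 nM, unlabeled GDP 50 uM; compound titration; 5 min RT; kinetic read ex480/em540 at 5-min intervals ×30 min; data normalized to 6.5 mM cAMP agonist control.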
Active calls of the source: *; [ ] = remark or other dose. The call rests on the fitted dose curve; in most records, active means well fitted curve in the direction sought with a large enough effect; inconclusive means small, poorly fitted or top-dose-only effect, or another doubt; inactive means no such curve, though single readings can be large; an effect the other way counts as inactive or inconclusive. Potency means the concentration at half of the fitted maximal effect. Not all compounds are listed; count on the stated rates, not on these rows.

Results for CC(C)Cc1ccc(CN2CCCC(NC(=O)c3cccc(-n4cnnc4)c3)C2)cc1 (centres undefined) ?
TDP43 rescue: -21%; EPAC2 agonist: 10%; FUS suppressor: 18%; aSyn yeast inh: -2%; EPAC2 antag: 9%; PTHR1 ag: -32%[inhibitor]; EPAC1 antagonist: 1%; EPAC1 agonist: -3%

Results for CC1(c2nnc(Cc3ccccc3)o2)CC(c2ccccc2[N+](=O)[O-])=NO1 (centres undefined) ?
TDP43 rescue: -17%; EPAC2 agonist: 3%; FUS suppressor: -22%; aSyn yeast inh: -16%; EPAC2 antag: -14%; PTHR1 ag: 16%; EPAC1 antagonist: 7%; EPAC1 agonist: -6%

Results for O=C(COc1cc(F)ccc1[N+](=O)[O-])N1N=C(c2cccs2)CC1c1ccco1 (centres undefined) ?
TDP43 rescue: 14%; EPAC2 agonist: 7%; FUS suppressor: -4%; aSyn yeast inh: -4%; EPAC2 antag: -12%; PTHR1 ag: -6%; EPAC1 antagonist: -6%; EPAC1 agonist: 12%

Results for Cc1ccc(Cn2c(SCC(=O)N/N=C/c3ccc(C)o3)nc3ccccc32)cc1 ?
TDP43 rescue: -12%; EPAC2 agonist: 6%; FUS suppressor: 41%; aSyn yeast inh: -2%; EPAC2 antag: 11%; PTHR1 ag: -88%[inhibitor]; EPAC1 antagonist: inconclusive; EPAC1 agonist: 8%

How did Cc1ccc2cc(CN(Cc3nnnn3Cc3ccco3)CC3CCCO3)c(=O)[nH]c2c1C (centres undefined) do in these assays?
TDP43 rescue: -2%; EPAC2 agonist: -8%; FUS suppressor: 37%; aSyn yeast inh: 12%; EPAC2 antag: -5%; PTHR1 ag: inactive; EPAC1 antagonist: -14%; EPAC1 agonist: 1%

What do the screens show for `Cc1ccc2nc(NC(=O)c3ccc(Cn4cc(Cl)cn4)o3)sc2c1`?
TDP43 rescue: 0%; EPAC2 agonist: -8%; FUS suppressor: 28%; aSyn yeast inh: -11%; EPAC2 antag: 5%; PTHR1 ag: -15%[57.5 µM]; EPAC1 antagonist: 5%; EPAC1 agonist: -12%

What do the screens show for `Cc1ccc2nc(C)cc(N/N=C/c3ccc(F)cc3)c2c1`?
TDP43 rescue: 0%; EPAC2 agonist: 5%; FUS suppressor: 6%; aSyn yeast inh: 5%; EPAC2 antag: inconclusive; PTHR1 ag: 0%; EPAC1 antagonist: -13%; EPAC1 agonist: 5%

How did CCn1cc([N+](=O)[O-])c(C(=O)NCc2ccc3c(c2)OCO3)n1 do in these assays?
TDP43 rescue: -2%; EPAC2 agonist: 4%; FUS suppressor: 13%; aSyn yeast inh: 0%; EPAC2 antag: 4%; PTHR1 ag: -23%; EPAC1 antagonist: 11%; EPAC1 agonist: -4%

Results for CC(=O)C1=C(O)C(=O)N(c2ccc(S(=O)(=O)Nc3nccs3)cc2)C1c1ccc([N+](=O)[O-])cc1 (centres undefined) ?
TDP43 rescue: 4%; EPAC2 agonist: 2%; FUS suppressor: 4%; aSyn yeast inh: 12%; EPAC2 antag: 3%; PTHR1 ag: -6%; EPAC1 antagonist: -3%; EPAC1 agonist: -9%

Results for CCc1ccccc1Oc1nc(NCc2ccccc2)nc2ccsc12 ?
TDP43 rescue: 11%; EPAC2 agonist: 4%; FUS suppressor: -2%; aSyn yeast inh: 15%; EPAC2 antag: -26%; PTHR1 ag: -39%[inhibitor]; EPAC1 antagonist: -7%; EPAC1 agonist: -8%

What do the screens show for `COc1ccc(Cl)cc1S(=O)(=O)N1CCCC(C(=O)NCCc2ccccc2)C1` (centres undefined)?
TDP43 rescue: 15%; EPAC2 agonist: -1%; FUS suppressor: 6%; aSyn yeast inh: 2%; EPAC2 antag: -2%; PTHR1 ag: -17%; EPAC1 antagonist: 0%; EPAC1 agonist: -3%

What do the screens show for `O=C(NCCc1ccccc1)C(=O)NCC1OCCCN1S(=O)(=O)c1cccs1` (centres undefined)?
TDP43 rescue: 1%; EPAC2 agonist: 14%; FUS suppressor: 23%; aSyn yeast inh: 0%; EPAC2 antag: -13%; PTHR1 ag: inactive; EPAC1 antagonist: 1%; EPAC1 agonist: 14%

Results for O=C(Nc1ccc(CN2CCOCC2)cc1)c1cc2ccccn2n1 ?
TDP43 rescue: 17%; EPAC2 agonist: 4%; FUS suppressor: -24%; aSyn yeast inh: -2%; EPAC2 antag: 20%; PTHR1 ag: -10%; EPAC1 antagonist: 12%; EPAC1 agonist: 2%

Results for CCc1ccccc1NC(=S)NNC(=O)c1ccccc1Cl ?
TDP43 rescue: 23%; EPAC2 agonist: -4%; FUS suppressor: -5%; aSyn yeast inh: -4%; EPAC2 antag: -17%; PTHR1 ag: inactive; EPAC1 antagonist: -11%; EPAC1 agonist: -11%

How did CCO[C@@H]1OC(C(=O)NCc2nc3ccccc3[nH]2)=C[C@H](c2cn(C(C)=O)c3ccccc23)[C@H]1CCCO do in these assays?
TDP43 rescue: -15%; EPAC2 agonist: 7%; FUS suppressor: 16%; aSyn yeast inh: -2%; EPAC2 antag: 1%; PTHR1 ag: -31%; EPAC1 antagonist: -5%; EPAC1 agonist: -12%

How did CC(C)C[C@@]12C(=O)N(c3cccc(Cl)c3)C(=O)N1[C@H](c1ccc(Cl)cc1)[C@@H]1C(=O)N(C3CCCCC3)C(=O)[C@@H]12 do in these assays?
TDP43 rescue: 26%; EPAC2 agonist: -2%; FUS suppressor: -13%; aSyn yeast inh: 10%; EPAC2 antag: 24%; PTHR1 ag: -14%; EPAC1 antagonist: 1%; EPAC1 agonist: -17%

Results for Cc1ccc(CCNC(=O)CN2C(=O)COc3ccc(S(=O)(=O)N4CCOCC4)cc32)cc1 ?
TDP43 rescue: 8%; EPAC2 agonist: 12%; FUS suppressor: -26%; aSyn yeast inh: -6%; EPAC2 antag: 2%; PTHR1 ag: inactive; EPAC1 antagonist: inconclusive; EPAC1 agonist: 5%

Results for O=C(NCCC1=CCCCC1)C(=O)NCc1ccccc1 ?
TDP43 rescue: 11%; EPAC2 agonist: -6%; FUS suppressor: -12%; aSyn yeast inh: -2%; EPAC2 antag: 16%; PTHR1 ag: inactive; EPAC1 antagonist: 5%; EPAC1 agonist: -4%

Results for Cc1ccc(-c2noc(CCCOc3ccc(Cl)cc3Cl)n2)cc1 ?
TDP43 rescue: 3%; EPAC2 agonist: 13%; FUS suppressor: 18%; aSyn yeast inh: -1%; EPAC2 antag: -16%; PTHR1 ag: -13%; EPAC1 antagonist: -24%; EPAC1 agonist: 3%

Results for Cc1cccc(C2N(c3nccs3)C(=O)C3CCCN32)c1 (centres undefined) ?
TDP43 rescue: 14%; EPAC2 agonist: -4%; FUS suppressor: -13%; aSyn yeast inh: 8%; EPAC2 antag: 10%; PTHR1 ag: inactive; EPAC1 antagonist: 4%; EPAC1 agonist: -1%

Arranged by molecular weight (rising): part of the list above.
Results for O=C(NCCC1=CCCCC1)C(=O)NCc1ccccc1 ?
TDP43 rescue: 11%; EPAC2 agonist: -6%; FUS suppressor: -12%; aSyn yeast inh: -2%; EPAC2 antag: 16%; PTHR1 ag: inactive; EPAC1 antagonist: 5%; EPAC1 agonist: -4%

What do the screens show for `Cc1ccc2nc(NC(=O)c3ccc(Cn4cc(Cl)cn4)o3)sc2c1`?
TDP43 rescue: 0%; EPAC2 agonist: -8%; FUS suppressor: 28%; aSyn yeast inh: -11%; EPAC2 antag: 5%; PTHR1 ag: -15%[57.5 µM]; EPAC1 antagonist: 5%; EPAC1 agonist: -12%

Results for CC(C)Cc1ccc(CN2CCCC(NC(=O)c3cccc(-n4cnnc4)c3)C2)cc1 (centres undefined) ?
TDP43 rescue: -21%; EPAC2 agonist: 10%; FUS suppressor: 18%; aSyn yeast inh: -2%; EPAC2 antag: 9%; PTHR1 ag: -32%[inhibitor]; EPAC1 antagonist: 1%; EPAC1 agonist: -3%

Carrying on.
What do the screens show for `COc1ccc(-c2nc(N3CCOCC3)nc3n[nH]c(N)c23)cc1`?
TDP43 rescue: 22%; EPAC2 agonist: -2%; FUS suppressor: 38%; aSyn yeast inh: inconclusive; EPAC2 antag: 3%; PTHR1 ag: -22%; EPAC1 antagonist: 8%; EPAC1 agonist: 8%

How did CC(C)n1c(CNC(=O)c2ccccc2F)nnc1SCC(=O)c1ccc(F)cc1 do in these assays?
TDP43 rescue: -4%; EPAC2 agonist: 0%; FUS suppressor: inconclusive; aSyn yeast inh: -3%; EPAC2 antag: 5%; PTHR1 ag: inactive; EPAC1 antagonist: -26%; EPAC1 agonist: -1%

How did NS(=O)(=O)c1ccc2nc(NC(=O)CS(=O)(=O)c3ccc(F)cc3)sc2c1 do in these assays?
TDP43 rescue: 10%; EPAC2 agonist: 6%; FUS suppressor: inconclusive; aSyn yeast inh: -4%; EPAC2 antag: 3%; PTHR1 ag: inconclusive; EPAC1 antagonist: -10%; EPAC1 agonist: -4%

Results for CCn1ncc(NC(=S)Nc2ccc3c(c2)OCO3)c1C(N)=O ?
TDP43 rescue: -21%; EPAC2 agonist: 6%; FUS suppressor: 21%; aSyn yeast inh: 3%; EPAC2 antag: 4%; PTHR1 ag: -8%; EPAC1 antagonist: 22%; EPAC1 agonist: 16%

Results for COC(=O)N/N=C/c1cc(OC)c(O)c([N+](=O)[O-])c1 ?
TDP43 rescue: inconclusive; EPAC2 agonist: 4%; FUS suppressor: 9%; aSyn yeast inh: 1%; EPAC2 antag: -8%; PTHR1 ag: inactive; EPAC1 antagonist: 15%; EPAC1 agonist: 0%

Results for O=C(Nc1cccc(F)c1)c1cc(S(=O)(=O)N2CCOCC2)ccc1N1CCCC1 ?
TDP43 rescue: 20%; EPAC2 agonist: 8%; FUS suppressor: 7%; aSyn yeast inh: 7%; EPAC2 antag: -4%; PTHR1 ag: inactive; EPAC1 antagonist: -14%; EPAC1 agonist: 4%

Results for S=C1Nc2cc(Cl)ccc2Sc2ccccc21 ?
TDP43 rescue: 28%; EPAC2 agonist: 8%; aSyn yeast inh: 6%; EPAC2 antag: 18%; PTHR1 ag: inactive; EPAC1 antagonist: 5%; EPAC1 agonist: -4%

Results for COc1cccc(C(=O)N2CCN(S(=O)(=O)Cc3ccccc3)CC2)c1 ?
TDP43 rescue: -19%; EPAC2 agonist: 8%; FUS suppressor: 36%; aSyn yeast inh: 2%; EPAC2 antag: 13%; PTHR1 ag: inactive; EPAC1 antagonist: 13%; EPAC1 agonist: 11%

How did Cc1ccccc1Oc1ccc(NC(=O)C2CC=CCC2C(=O)O)cc1 (centres undefined) do in these assays?
TDP43 rescue: 0%; EPAC2 agonist: 8%; aSyn yeast inh: -1%; EPAC2 antag: 8%; PTHR1 ag: inactive; EPAC1 antagonist: -11%; EPAC1 agonist: -4%

Screening data from PubChem.
